Screening data from PubChem.
Diaphorase inh: counter-screen for diaphorase-based assays: diaphorase inhibitors and chemical oxidizers | diaphorase resazurin-to-resorufin fluorescence, NADH, 16 min; bacterial (C. kluyveri) enzyme, not human | inhibition, % at 20 µM | 190,000 compounds, 0.69% hits;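 active means primary screen inhibition at 20 µM above a set limit, cut at about 50% in these data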;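 further: plate controls were DMSO with full reaction for no effect and wells lacking NADH for full effect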
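Assay system – diaphorase enzyme from Clostridium kluyveri · Amount – diaphorase 0.14 U/mL (working solution) · Times – reaction incubation of 16 min at room temperature · Controls – No-NADH positive control and DMSO neutral control · Signal – resorufin fluorescence 544/590 nm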
G6PDH CS: L. mesenteroides G6PDH inhibition counter-screen | Purified L. mesenteroides G6PDH, diaphorase/resazurin coupled fluorescence, 45 min | inhibition, % at 5 µM | 200,000 compounds, 0.12% hits; in the data active means inhibition above about 50%
Diaphorase act: diaphorase activation or chemical reduction counter-screen; Diaphorase/resazurin coupled assay, resorufin fluorescence, 16 min; stronger effect = higher value; 1 = vehicle wells, 0 = NADH-free wells; activation factor at 20 µM; 190,000 compounds, 0.005% hits; AID 1229;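 active means diaphorase activity raised at least twofold by the compound at 20 µM; inactive means activation factor below 2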
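Material: purified diaphorase enzyme from Clostridium kluyveri; Also added: 0.114 mM NADH and 0.1 mM resazurin, final amounts; Doses: single compound dose of 20 µM, 1% DMSO final; Times: 16 min enzyme reaction, ambient temperature; Detection: resorufin fluorescence, excitation 544 nm, emission 590 nm; Measure: increased resorufin signal from activators or reducing compounds.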
PMI act satM6P: activators of human phosphomannose isomerase at near-saturating mannose 6-phosphate; activation factor at 20 µM; coupled PMI enzyme assay, resazurin fluorescence, 20 min; stronger effect = higher value; 1 = untreated enzyme, 0 = substrate-free blank; P34949; 190,000 compounds, 0.34% hits;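 active means activation factor of 2 or more at 20 µM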
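Test system – human PMI in coupled enzyme assay · Timing – 20 min incubation at room temperature · Detection – Diaphorase-driven resazurin-to-resorufin fluorescence, excitation 544, emission 590 nm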
PPARg SRC1 recr: agonists of human PPARgamma SRC-1 coactivator recruitment | P37231 | PPARgamma-SRC-1 coactivator recruitment biochemical assay | activation, % at 8 µM | 200,000 compounds, 0.41% hits | AID 631; in the data active means activation above about 19%;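 further: 0% = DMSO and 100% = reference agonist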
Target sequence (P37231 whole entry, looked up): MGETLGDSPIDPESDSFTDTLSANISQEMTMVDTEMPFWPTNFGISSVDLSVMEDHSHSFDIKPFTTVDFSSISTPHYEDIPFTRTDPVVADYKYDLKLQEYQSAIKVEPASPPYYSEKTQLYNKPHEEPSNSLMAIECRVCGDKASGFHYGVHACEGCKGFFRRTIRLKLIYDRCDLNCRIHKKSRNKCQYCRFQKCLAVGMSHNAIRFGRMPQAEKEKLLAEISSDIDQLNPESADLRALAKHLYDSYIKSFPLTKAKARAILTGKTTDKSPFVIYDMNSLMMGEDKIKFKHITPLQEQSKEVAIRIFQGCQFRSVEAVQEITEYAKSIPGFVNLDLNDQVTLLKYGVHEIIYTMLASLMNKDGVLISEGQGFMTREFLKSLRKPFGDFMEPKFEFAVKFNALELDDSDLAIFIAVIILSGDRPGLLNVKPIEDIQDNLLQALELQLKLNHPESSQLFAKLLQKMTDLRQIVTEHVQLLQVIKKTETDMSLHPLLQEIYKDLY
S1P3 antag: antagonists of human S1P3 receptor; 170,000 compounds, 0.27% hits; inhibition, % at 4.98 µM; AID 485; CHO S1P3 NFAT-BLA reporter, FRET fluorescence, antagonist mode;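 active means inhibition above the plate cutoff, the mean inhibition of test wells on that plate plus 3 SD, cut at about 28% in these data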;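 further: cells challenged with S1P at its EC80 of 0.8 µM; blue over green emission ratio from cleaved BLA substrate after 4 h stimulation; 0% = S1P-stimulated wells and 100% = unstimulated DMSO-only wells; some compounds past the cut are filed as inactive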
Target sequence (Q99500 whole entry, looked up): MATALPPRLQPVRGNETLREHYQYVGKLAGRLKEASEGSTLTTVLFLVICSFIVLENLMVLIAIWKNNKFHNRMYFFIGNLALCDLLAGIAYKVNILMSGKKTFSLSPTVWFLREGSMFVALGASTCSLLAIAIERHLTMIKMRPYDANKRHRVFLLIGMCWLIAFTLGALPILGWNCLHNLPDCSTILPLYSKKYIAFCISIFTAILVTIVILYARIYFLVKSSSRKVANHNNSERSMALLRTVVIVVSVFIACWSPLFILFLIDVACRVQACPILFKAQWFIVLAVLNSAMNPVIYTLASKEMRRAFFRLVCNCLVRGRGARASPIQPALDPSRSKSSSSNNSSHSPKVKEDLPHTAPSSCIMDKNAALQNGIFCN
TR-FRET SRC-2 ct: TR-FRET artefact, counter-screen to PPARgamma/SRC-2 agonist assay; stronger effect = higher value; TR-FRET ratio at 8 µM; 200,000 compounds, 0.4% hits; AID 1049; in the data active means TR-FRET ratio above about 2000; further: inactives centre near 1500
ROMK primary: modulators of human ROMK potassium channel; AID 1918; B-score at 10 µM; Tet-inducible ROMK, thallium flux fluorescence; actives lie on both sides; 130,000 compounds, 2% hits;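 active means signal ratio slope over the read window, or its plate-corrected B-score, at least 3 SD from the plate mean, either direction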;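 further: B-score of the F/F0 ratio slope over 7 to 12 s after thallium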
PMI activator: activators of human phosphomannose isomerase; P34949; purified human PMI, coupled resazurin fluorescence, 20 min; stronger effect = higher value; 1 = vehicle control, 0 substrate-free wells; activation factor at 20 µM; 190,000 compounds, 0.005% hits; AID 1214;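 active means activation factor of 2 or more at 20 µM, relative to plate controls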
PPARg SRC3 recr: PPARgamma-driven SRC-3 recruitment agonism | 200,000 compounds, 0.26% hits | activation, % at 8 µM | biochemical PPARgamma/SRC-3 coactivator recruitment assay | P37231; in the data active means activation above about 23%;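 further: 0% = DMSO and 100% = reference agonist; some compounds past the cut are filed as inactive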
PPARg SRC-2 ag: PPARgamma-driven SRC-2 recruitment agonism; P37231; 200,000 compounds, 0.34% hits; activation, % at 8 µM; PPARgamma LBD-SRC-2 recruitment, biochemical; in the data active means activation above about 22%;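 further: 0% = vehicle and 100% = reference agonist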
An asterisk follows results filed as active; x = no result given.

SMILES | Diaphorase inh | G6PDH CS | Diaphorase act | PMI act satM6P | PPARg SRC1 recr | S1P3 antag | TR-FRET SRC-2 ct | ROMK primary | PMI activator | PPARg SRC3 recr | PPARg SRC-2 ag
CC(=O)NC1=NN(C(C)=O)C(C)(CC(=O)OC(C)(C)C)S1 (stereo not given) | 24 | 3 | 0.8 | 0.9 | 0 | -12 | 1493 | 1.8 | 0.9 | 3 | 4
O=C(CCC(=O)OCC(=O)c1ccc(Br)cc1)Nc1cccc2cccnc12 | 12 | 4 | 0.9 | 1 | -7 | x | 1336 | x | 1 | -5 | -7
CC(=O)c1cn(CC(=O)NCc2cccnc2)c2ccccc12 | 4 | -4 | 1 | 1.1 | 0 | -23 | 1504 | x | 1 | 6 | 10
COCCOC(=O)c1c(NC(=O)CNCc2ccco2)sc(C(N)=O)c1C | 11 | 5 | 0.9 | 0.9 | 0 | -6 | 1618 | 0.38 | 1 | 4 | -2
Cc1ccc2c(CC(=O)NC3=NCCS3)coc2c1 | 8 | 6 | 0.9 | 1 | 3 | -1 | 1553 | -0.23 | 1 | -5 | 4
CC(=O)c1ccc(OCC(O)CN2CCOCC2)cc1 (stereo not given) | 10 | 5 | 0.9 | 1.1 | 4 | -6 | 1599 | x | 1.1 | 1 | 13
COc1ccc(/C=C(\CC(=O)O)c2nc3ccccc3s2)cc1O | 10 | 6 | 0.9 | 1 | -5 | -8 | 1565 | 0.44 | 1.1 | -1 | 1
CC(=O)N/C(=C\c1ccc(C)cc1)C(=O)O | 8 | 4 | 0.9 | 1 | 3 | -1 | 1644 | 0.031 | 1.1 | 3 | 3
O=C(CSc1nnc(NC(=O)c2ccco2)s1)Nc1ccccc1 | 0 | -4 | 1 | 1 | -7 | -3 | 1479 | 0.044 | 1.1 | 0 | -2
COCCSc1nnc(NC(=O)Cc2ccc(OC)cc2)s1 | 3 | 10 | 1 | 0.9 | 8 | 0 | 1431 | -0.43 | 0.9 | 2 | -6

3 entries drawn at random from those above:
SMILES | Diaphorase inh | G6PDH CS | Diaphorase act | PMI act satM6P | PPARg SRC1 recr | S1P3 antag | TR-FRET SRC-2 ct | ROMK primary | PMI activator | PPARg SRC3 recr | PPARg SRC-2 ag
CC(=O)NC1=NN(C(C)=O)C(C)(CC(=O)OC(C)(C)C)S1 (stereo not given) | 24 | 3 | 0.8 | 0.9 | 0 | -12 | 1493 | 1.8 | 0.9 | 3 | 4
CC(=O)c1cn(CC(=O)NCc2cccnc2)c2ccccc12 | 4 | -4 | 1 | 1.1 | 0 | -23 | 1504 | x | 1 | 6 | 10
COc1ccc(/C=C(\CC(=O)O)c2nc3ccccc3s2)cc1O | 10 | 6 | 0.9 | 1 | -5 | -8 | 1565 | 0.44 | 1.1 | -1 | 1

Next section.
SMILES | Diaphorase inh | G6PDH CS | Diaphorase act | PMI act satM6P | PPARg SRC1 recr | S1P3 antag | TR-FRET SRC-2 ct | ROMK primary | PMI activator | PPARg SRC3 recr | PPARg SRC-2 ag
c1ccc(N2CCN(C3CCSC3)CC2)cc1 (stereo not given) | 13 | 3 | 0.9 | 1.1 | 1 | -45 | 1670 | -0.42 | 1 | -2 | 10
O=C(O)c1cc(-c2c[nH]c3ccccc23)nc2ccc3ccccc3c12 | 6 | 7 | 0.9 | 0.8 | -6 | 6 | 1455 | 0.61 | 1 | 2 | 2
Cc1cccc(NC(=O)CSc2nc3[nH]ncc3c(=O)n2-c2ccccc2)c1 | 14 | 8 | 0.9 | 0.9 | 7 | 8 | 1594 | -2.5 | 0.9 | 1 | -10
CCCC1(CCC)NC(=O)N(CC(=O)N2CCN(C(=O)c3ccco3)CC2)C1=O | 9 | -5 | 0.9 | 1 | 1 | x | 1568 | 0.47 | 1 | -4 | -9
O=C1/C(=C/c2ccncc2)SC(=S)N1C1CCCCC1 | 12 | 0 | 0.9 | 1 | 0 | -14 | 1584 | x | 1 | 0 | -5
CCOC(=O)c1[nH]c2ccc(OC)cc2c1NC(=O)c1ccc(OC)c(OC)c1 | 8 | -4 | 0.9 | 1 | 3 | 14 | 1537 | -0.037 | 1 | -3 | -1
Nc1nc(SCC(=O)NCC2CCCO2)n[nH]1 (stereo not given) | 6 | 2 | 0.9 | 0.9 | -4 | 4 | 1510 | x | 0.9 | 1 | -1
CCCN(CC(=O)Nc1ccccc1Br)CC(=O)Nc1ccc(F)c(F)c1F | 23 | 6 | 0.8 | 0.9 | -1 | 4 | 1552 | -0.13 | 0.9 | -6 | -1
O=S(=O)(Cc1ccccc1)N1CCN(C/C=C/c2ccccc2)CC1 | 5 | 3 | 0.9 | 1 | 6 | -9 | 1465 | -0.0037 | 0.9 | 3 | 12
COc1ccc(-c2nc3cccc(C)n3c2NCC2CCCO2)cc1O (stereo not given) | 1 | 23 | 1 | 0.9 | 5 | -3 | 1550 | -0.91 | 1.3 | 5 | 5
O=C(Cc1ccccc1)Nc1ccc(N2CCN(Cc3ccccc3F)CC2)cc1 | -6 | 12 | 1.1 | 1.1 | -3 | x | 1504 | 0.087 | 1.1 | -4 | -1
CCC1CSC(Nc2ccc(C(=O)/C=C/c3ccc(OC)c(OC)c3)cc2)=N1 (stereo not given) | 16 | -2 | 0.8 | 0.7 | 15 | -10 | 1429 | -0.65 | 0.9 | 2 | 0
CNC(=O)c1ccc(CNC(=O)OCC(F)(F)F)cc1 | 1 | 7 | 1 | 0.9 | 13 | x | 1490 | x | 0.9 | -2 | -1
Brc1cccc(CSc2nnc(-c3ccncc3)o2)c1 | 5 | 5 | 1 | 1.6 | 8 | 17 | 1577 | -0.69 | 1.5 | 2 | 2
S=c1[nH]nc(CCc2ccccc2)n1-c1ccccc1 | 21 | 7 | 0.8 | 0.8 | -5 | -7 | 1442 | x | 0.7 | -4 | -4
COc1ccc(N2CCN(CCC(N)=O)CC2)cc1 | 7 | 3 | 0.9 | 1 | 0 | x | 1451 | 0.7 | 1 | 3 | 1
COCC(=O)OCC(=O)Nc1cc(C(C)(C)C)nn1-c1ccccc1 | 5 | 5 | 1 | 1 | 3 | x | 1651 | x | 1.1 | 12 | 7
O=C1C2C3C=CC(C4CC34)C2C(=O)N1CCc1ccccc1 (stereo not given) | 11 | 2 | 0.9 | 1 | 3 | -4 | 1819 | -0.023 | 1 | 1 | 13
Cc1cc(N)n(-c2ncnc3scc(-c4ccccc4)c23)n1 | 16 | 2 | 0.8 | 1 | 0 | x | 1653 | 1.6* | 0.9 | -3 | 5
CC1(C)Cc2c(c(-c3ccccc3)nc3[nH][nH]c(=O)c23)CO1 | 14 | -1 | 0.9 | 1 | -5 | x | 1838 | 0.045 | 0.9 | 4 | 0

Some entries already given with just PPARg SRC1 recr:
mol	PPARg SRC1 recr
COCCSc1nnc(NC(=O)Cc2ccc(OC)cc2)s1	8
c1ccc(N2CCN(C3CCSC3)CC2)cc1 (stereo not given)	1

Following part
SMILES | Diaphorase inh | G6PDH CS | Diaphorase act | PMI act satM6P | PPARg SRC1 recr | S1P3 antag | TR-FRET SRC-2 ct | ROMK primary | PMI activator | PPARg SRC3 recr | PPARg SRC-2 ag
COc1ccc(OC)c(C2=NOC(C(=O)NCCN3CCOCC3)C2)c1 (stereo not given) | 13 | 4 | 0.9 | 0.9 | -6 | -16 | 1560 | 0.76 | 0.9 | -4 | 10
COc1ccc(CC(=O)NNc2ncnc3c2cnn3C)cc1 | -1 | 10 | 1 | 1 | 0 | -6 | 1490 | 0.011 | 1.1 | 5 | 5
COc1cccc(CN2CCN(C3CCN(c4cccc(C)c4C)CC3)CC2CCO)c1 (stereo not given) | 1 | 1 | 1 | 0.8 | -5 | 5 | 1510 | -0.54 | 0.8 | 3 | 4
CCCCOc1ccc([N+](=O)[O-])cc1C(=O)O | 3 | 10 | 1 | 1 | 7 | -14 | 1603 | 0.37 | 1.1 | 3 | 6
COC(=O)c1ccc(NC(=O)c2ccccc2)o1 | 4 | 15 | 1 | 1.1 | -3 | x | 1409 | x | 1 | -9 | 5
CC(=O)N/C(=N\OCc1ccccc1Cl)c1nonc1NC(C)=O | 0 | -16 | 1 | 1 | -1 | -8 | 1705 | 0.0073 | 1 | -2 | 2
Cc1ccc(Nc2c(-c3ccc(N4CCOCC4)cc3)nc3ncccn23)cc1C | 13 | 21 | 0.9 | 0.9 | 5 | 7 | 1363 | -2.6 | 0.9 | 4 | -1
CN(c1ccccc1C(=O)N1CCc2ccccc2C1)S(C)(=O)=O | 9 | 6 | 0.9 | 1 | 0 | -33 | 1584 | x | 1 | 2 | 21
CCN(Cc1ccccc1)C(=O)c1c[nH]c2ccc(S(=O)(=O)N(C)CCC#N)cc2c1=O | 14 | -2 | 0.9 | 1 | 3 | 10 | 1472 | 0.6 | 1 | 0 | -1
O=C(CN1CCCCC1)Nc1ccc(N2CCCCCC2)cc1 | -8 | 8 | 1.1 | 0.7 | 3 | 0 | 1747 | -0.59 | 0.8 | -2 | 2
CCCN(CCC)CC(O)CN(c1ccccc1)S(=O)(=O)c1ccc(C)cc1 (stereo not given) | 10 | 11 | 0.9 | 1 | 7 | x | 1546 | -2.5 | 0.9 | 2 | 5
C=CCn1c(Cc2ccc(OC(C)C)c(Cl)c2)nnc1SCC(N)=O | 14 | 10 | 0.9 | 0.9 | 0 | 0 | 1602 | x | 0.8 | -3 | 6
Cc1cc2c(C)nc(N/N=C/c3ccc([N+](=O)[O-])cc3)nc2o1 | 21 | -32 | 0.8 | 1.1 | 9 | 0 | 1599 | x | 1 | -7 | 3
COc1ccc(C2CC(C(F)(F)F)n3nc(C(=O)Nc4c(C)n(C)n(-c5ccccc5)c4=O)c(Cl)c3N2)cc1 (stereo not given) | 19 | 2 | 0.8 | 1.1 | 5 | -2 | 1592 | 0.6 | 1.1 | 5 | 4
Cn1c(=O)c2c(nc(Cl)n2CC(=O)N2CCCCC2)n(C)c1=O | 13 | 2 | 0.9 | 1 | 6 | 0 | 1729 | 1.3 | 1 | 0 | 7
O=C(CCCN1C(=O)/C(=C\c2cccs2)SC1=S)NNC(=O)c1ccncc1 | -2 | -7 | 1 | 1.1 | 8 | -4 | 1761 | 0.64 | 1.1 | 7 | 6
O=C(CCN1C(=O)C2C3C=CC(C3)C2C1=O)NCCc1ccccc1Cl (stereo not given) | -6 | -18 | 1.1 | 1 | -8 | 9 | 1484 | x | 1 | -11 | -2
Cn1nc(CSc2ccccc2)c(C=O)c1Cl | 17 | 4 | 0.8 | 0.9 | 6 | -15 | 1708 | 0.4 | 0.9 | 1 | 4
CCOc1ccc(N(CC(=O)O)S(=O)(=O)c2ccc(OC)c(OC)c2)cc1 | 11 | -3 | 0.9 | 0.9 | 3 | -16 | 1678 | 0.86 | 0.9 | -13 | 1
O=c1n(Cc2ccccc2Cl)c2sc3c(c2c2ncnn12)CCCC3 | 3 | 10 | 1 | 1 | x | -14 | x | x | 1.1 | x | x
